Peg3 prom inh = Peg3 promoter activity inhibition; HeLa PEG-Prom luciferase reporter, luminescence, overnight; inhibition, % at 20 µM; 360,000 tested, 1.7% active; AID 588405;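 active = inhibition of at least 50% at 20 µM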
Exocytosis inh = lytic granule exocytosis inhibition | AID 651702 | 360,000 tested, 0.66% active | TALL-104 LAMP-1 surface exposure, flow cytometry; cells stimulated with thapsigargin and PMA | inhibition, % at 10 µM;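 active = inhibition above about 55%, limit read from the data; inconclusive = no clear call, values can overlap the other calls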
aDG glyco act = increases alpha dystroglycan glycosylation; Pro5-aDG cells, alpha-DG glycosylation AlphaScreen (IIH6); 0% Pro5, 100% B10-LARGE cell signal; activation, % at 10 µM; 360,000 tested, 0.22% active;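 active = activation of at least 8% versus controls, or a plate z-score of at least 8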;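 also: Pro5 are CHO cells carrying HIG-tagged alpha-DG that lacks glycosylation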
iPSC survival up = enhancers of human iPSC single-cell survival; hiPSC single-cell survival, ATPlite luminescence; 100% = ROCK inhibitor wells, 0% = DMSO; AID 602274; survival enhancement, % at 20 µM; 360,000 tested, 0.044% active; in the data active = survival enhancement above about 18%;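 also: cells exposed to compounds for 16 hours before the ATP read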
HIF-2a inh = blocks HIF-2a reporter activity; AID 624352; 786-0 RCC cells HIF-2a reporter, luciferase luminescence, overnight; 360,000 tested, 0.72% active; inhibition, % at 18.8 µM;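 active = inhibition of the luminescence signal of 40% or more relative to plate controls, in a single-dose primary screen at 18.75 µM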
NR2E3 ag-1 = activates human NR2E3 receptor; CHO-S Gal4-NCOR/VP16-NR2E3 two-hybrid, luciferase; AID 602229; inhibition of corepressor binding, % at 3.98 µM; 360,000 tested, 0.35% active; Q9Y5X4;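 active = inhibition above the mean of all tested compounds plus 3 SD, cut at about 70% in these data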;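 also: 0% = DMSO with NR2E3 transfected cells and 100% = cells lacking NR2E3 construct; higher means lower luciferase signal from less NR2E3 corepressor binding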
Target sequence (Q9Y5X4 whole entry, looked up, the tested form may be a part): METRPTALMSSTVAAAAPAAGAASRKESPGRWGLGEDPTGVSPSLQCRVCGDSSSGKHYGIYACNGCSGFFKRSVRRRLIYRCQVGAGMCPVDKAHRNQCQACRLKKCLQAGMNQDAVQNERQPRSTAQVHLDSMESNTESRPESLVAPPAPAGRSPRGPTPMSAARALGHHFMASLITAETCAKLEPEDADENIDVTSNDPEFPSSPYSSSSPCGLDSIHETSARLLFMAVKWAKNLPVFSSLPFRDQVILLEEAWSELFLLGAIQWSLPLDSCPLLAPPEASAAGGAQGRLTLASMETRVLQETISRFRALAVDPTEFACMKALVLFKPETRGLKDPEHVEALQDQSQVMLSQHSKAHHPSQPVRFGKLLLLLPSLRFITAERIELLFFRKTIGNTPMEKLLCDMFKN
CaV13 ICDI inh = Primary screen for inhibitors of IQ motif and Ca2+-dependent inactivation inhibitor domain binding in CACNA1D, Förster resonance energy transfer in living cells, … | HEK cells, CFP/YFP FRET ICDI-IQ, plate reader, 10 min; percent FRET-ratio fall versus neutral wells | inhibition, % at 12.3 µM | 340,000 tested, 0.098% active | AID 743397;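 active = mean replicate inhibition of at least 30% and at least 1% of replicates passing that level; inconclusive = only one of the two criteria is met; inactive = neither criterion is met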;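 also: 0% = median of the neutral control wells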
PDI turbidity = inhibitors of human protein disulfide isomerase | 350,000 tested, 0.052% active | inhibition, % at 10 µM | P07237 | PDI insulin aggregation turbidity, A650, 90 min | AID 588391;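 active = mean inhibition across replicates of 30% or more, whatever share of single replicates reach that level; inconclusive = mean inhibition below 30% while every single replicate reaches 30%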;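 also: absorbance from insulin aggregation driven by PDI reduction with DTT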
Target sequence (P07237 whole entry, looked up): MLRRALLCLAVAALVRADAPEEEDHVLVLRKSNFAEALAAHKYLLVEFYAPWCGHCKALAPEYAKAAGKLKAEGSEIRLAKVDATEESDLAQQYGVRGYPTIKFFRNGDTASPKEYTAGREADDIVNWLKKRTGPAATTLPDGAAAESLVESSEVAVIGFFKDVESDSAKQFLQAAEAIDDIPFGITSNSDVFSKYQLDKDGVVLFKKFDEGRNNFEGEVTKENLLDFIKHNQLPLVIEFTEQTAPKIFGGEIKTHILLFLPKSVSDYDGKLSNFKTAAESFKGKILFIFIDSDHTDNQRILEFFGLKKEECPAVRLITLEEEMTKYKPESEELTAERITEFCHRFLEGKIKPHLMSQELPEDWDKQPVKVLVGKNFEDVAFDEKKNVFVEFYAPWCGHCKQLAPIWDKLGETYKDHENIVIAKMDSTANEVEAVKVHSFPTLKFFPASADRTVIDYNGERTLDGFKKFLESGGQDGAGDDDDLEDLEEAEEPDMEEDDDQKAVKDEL
Vif inh = HIV Vif inhibition | inhibition, % at 7.49 µM | HEK293T cells, Vif self-association by quenched fluorescence, imaging, 24 h | 340,000 tested, 0.35% active | AID 602346; in the data active = inhibition above about 50%, passing the limit was not always enough; inconclusive = no clear call, values can overlap the other calls; inactive = below about 31%; also: some results filed as inactive read as strong as hits
NR2E3 ag-2 = activates human photoreceptor nuclear receptor NR2E3; Q9Y5X4; GST-NR2E3/biotin-RetCOR TR-FRET, 1536-well; inhibition of corepressor binding, % at 4.78 µM; 320,000 tested, 0.12% active; AID 2300;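 active = percent inhibition above the cutoff of mean plus 3 SD of all tested compounds, set per screening campaign, cut at about 20% in these data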;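 also: 0% = DMSO wells and 100% = biotin wells as full block of FRET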
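System: GST-tagged NR2E3 plus biotinylated RetCOR corepressor; Buffer or medium: pH 7.5 Tris-based buffer; Probe or stimulus: RetCOR corepressor, biotinylated, 7 nM; Doses: compound at 4.8 µM, single dose; Schedule: 5 h incubation at 4 °C; Technique: time-resolved FRET; Evaluation: percent inhibition of TR-FRET ratio; Replication: one well per compound, singlicate testing.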
MITF TRPM1 inh = MITF TRPM1 promoter inhibition in SK-MEL-5 cells. 330,000 tested, 0.83% active. inhibition, % at 12.5 µM. SK-MEL-5 TRPM1 promoter luciferase, 24 h;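 active = mean inhibition across replicates of 60% or more, whatever share of single replicates reaches that level; inconclusive = some that reach 60%, reason not given; inactive = mean inhibition across replicates below 60%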; also: values of inactives mirror those of a sister screen read the other way
Active calls of the source: *; ? = inconclusive; . = not tested or not shown. Compounds as they come; 3.5% or so of the library scored in one or more.

Below each SMILES: CaV13 ICDI inh | HIF-2a inh | NR2E3 ag-1 | Vif inh | Peg3 prom inh | Exocytosis inh | aDG glyco act | PDI turbidity | iPSC survival up | MITF TRPM1 inh | NR2E3 ag-2
#1 CSc1ccc(OC2(C)CCN(Cc3ccc(C(C)C)cc3)C2)cc1 (configuration not stated)
→ -4 | -5 | -32 | -2 | 8 | -8 | -0.4 | -1 | 0.8 | . | .
#2 CCOc1ccc(NC(=O)CSc2n[nH]c(=O)n2-c2ccccc2)cc1
→ -9 | 12 | 14 | 5 | 5 | -1 | -0.4 | 3 | 0.9 | 1 | 2
#3 O=S1(=O)CC(N2CCCCC2)CN1Cc1ccc(F)cc1 (configuration not stated)
→ . | -4 | -5 | . | -1 | 0 | 0.1 | . | -0.4 | . | .
#4 COc1ccc(NS(=O)(=O)c2cccc(C(=O)O)c2)cc1
→ -9 | -10 | -7 | 1 | 1 | 6 | 0.7 | -1 | 1.6 | 4 | 4
#5 COc1ccc(NC(C)=O)cc1NC(=O)CN1CCN(CC(=O)Nc2ccc(Cl)cc2)CC1
→ -2 | 4 | -16 | . | 18 | -7 | -0.1 | -8 | -0.6 | 8 | -6
#6 NS(=O)(=O)c1ccc(CNC(=O)c2ccc(S(=O)(=O)NCc3ccco3)cc2)cc1
→ -2 | 13 | 8 | ? | 4 | 0 | -0.1 | 3 | -0.1 | -5 | 0
#7 CCOc1ccc(N2C(=O)CC(N(Cc3ccco3)C(=O)CC)C2=O)cc1 (configuration not stated)
→ -2 | 18 | -19 | 4 | 0 | -1 | -0.4 | -2 | 0.1 | -2 | 1
#8 O=C(Nc1ccc(OC(F)F)c(Cl)c1)Nc1ccc2c(c1)OCO2
→ -4 | -203 | -10 | -6 | -108 | 1 | 0.9 | 6 | -2.0 | -44 | 1
#9 CS(=O)(=O)N(CC(=O)Nc1ccccc1Sc1ccccc1)c1ccc(F)cc1
→ . | 25 | -2 | -12 | 43 | 41 | 0.2 | 6 | 0.4 | 0 | -2
#10 CCOC(=O)c1sc2ncn(CC(=O)Nc3cc(C)on3)c(=O)c2c1C
→ -5 | -6 | 8 | 12 | 3 | 3 | 0.2 | 2 | -1.1 | -6 | -1
#11 COc1cc(/C=N/NC(=O)C(=O)N2CCCCCC2)ccc1O
→ . | 13 | 4 | 2 | -4 | -2 | 0.1 | 1 | -0.3 | 15 | -1
#12 O=C(NCCc1c[nH]c2ccccc12)C(=O)NCC(c1ccco1)N1CCN(c2ccccc2)CC1 (configuration not stated)
→ -5 | 9 | -11 | -15 | -2 | -3 | 0.3 | -1 | -1.3 | 6 | -5
#13 OC1(CC#CCN2CCCCC2)c2ccccc2-c2ccccc21
→ -4 | 18 | -9 | -2 | 10 | -5 | 0.3 | 0 | 0.1 | 6 | -3
#14 Cc1cccc(OCC(=O)NC2CCCc3ccccc32)c1C (configuration not stated)
→ -6 | 17 | -32 | 2 | 5 | -17 | -0.1 | -8 | -1.7 | 9 | 5
#15 Cc1cc2c(nn1)CCc1c-2no[n+]1[O-]
→ -10 | 3 | -21 | -3 | 5 | -10 | 0.3 | 3 | 0.5 | -19 | 2
#16 CC1(C)CC(=O)C2=C(C1)Nc1nc(SCCN3CCOCC3)[nH]c(=O)c1C2c1cccs1 (configuration not stated)
→ -7 | 15 | -27 | 3 | 26 | 2 | -0.1 | -5 | -1.8 | -8 | -3
#17 CCC(=O)NCCc1nc2cc(NC(=O)c3ccc(Cl)cc3)ccc2n1C
→ -5 | -226 | -45 | 6 | -272 | -1 | 0.1 | 1 | -0.1 | -120 | .
#18 CCc1sc(N(C(=O)Cc2ccccc2)c2ccc(F)cc2)nc1-c1ccccc1
→ -5 | 5 | 10 | -1 | -6 | 0 | 0.0 | -3 | -0.8 | 12 | 1
#19 CCCCOC(=O)Nc1nc2ccccc2s1
→ -1 | -191 | -130 | 0 | -228 | -1 | 0.1 | 0 | -3.8 | -56 | 4
#20 CCOc1ccccc1NC(=O)c1ccc2c(c1)C(=O)N(CC)C2=O
→ -3 | 18 | 5 | 2 | -1 | -1 | 0.0 | 5 | 0.0 | -13 | -2
#21 Cc1nn(CC(=O)NCCN2CCOCC2)c(C)c1[N+](=O)[O-]
→ -6 | 11 | -18 | -5 | 25 | -3 | -0.1 | 7 | -3.0 | 1 | 3
#22 CC(C)C[C@@H]1COc2cc(N3CCSCC3)ccc2S(=O)(=O)N1
→ -6 | -4 | 0 | . | . | -8 | -0.2 | . | -0.6 | . | .
#23 CC(=O)c1sc(NC(=O)c2ccccc2F)nc1-c1ccccc1
→ -6 | -340 | -111 | -1 | -395 | -4 | 0.4 | 1 | 1.4 | -83 | 9
#24 COc1ccc2[nH]c3c(c2c1)CCN1C(=O)C(CC(=O)NCc2ccc(OC)c(OC)c2)C[C@H](C(=O)N2CCCCC2)[C@@]31CCc1ccccc1 (some centres not stated)
→ -9 | 8 | -14 | -2 | 1 | -16 | 0.2 | -5 | -0.8 | 1 | .
#25 Cc1cc(NS(=O)(=O)c2ccc(NC(=S)NC(=O)c3ccccc3)cc2)no1
→ -3 | 9 | 1 | 0 | 5 | 2 | -0.1 | 6 | 5.9 | 2 | 5
#26 CC(Sc1nnc(C2CC2)n1-c1ccccc1)C(=O)N1CCCC1 (configuration not stated)
→ -4 | 14 | 11 | 2 | 3 | -5 | -0.1 | -5 | 0.1 | 0 | .
#27 Cc1cc2oc(=O)cc(CN3CCCCC3C)c2c(C)c1Cl (configuration not stated)
→ -4 | -15 | -20 | 5 | -19 | 7 | 0.0 | -1 | 3.3 | -1 | -1
#28 COc1ccc(S(=O)(=O)n2cnc3cc(C)c(C)cc32)cc1C
→ -7 | 1 | 30 | -3 | 2 | -2 | 0.1 | 5 | 0.1 | 9 | -1
#29 CC(C)c1ccc(C2CC(=O)N3CN(C)CSC3=C2C#N)cc1 (configuration not stated)
→ . | 10 | 12 | -2 | -5 | 7 | 0.2 | . | -2.1 | 0 | 1
#30 c1ccc(-c2nc3ccccn3c2NCc2ccc3c(c2)OCO3)cc1
→ -6 | -87 | -32 | 3 | -30 | -4 | 0.4 | 1 | -2.7 | -9 | -2
#31 COc1ccccc1OCc1nnc(SCC(=O)Nc2ccc(C)cc2)n1C
→ . | 2 | 1 | 8 | -3 | -2 | -0.1 | -9 | -3.0 | 8 | -1
#32 CC(C)C(=O)Nc1ccc2c3c(cccc13)CC2
→ -5 | 9 | 22 | -8 | -10 | 6 | 0.1 | -2 | -1.1 | -1 | 0
#33 Cc1ccc2oc(-c3cccc(N)c3)nc2c1
→ -5 | -70 | -170 | 11 | -100 | 1 | 0.0 | -4 | -1.9 | 1 | -2
#34 CCOC(=O)c1nnn(-c2nonc2N)c1-c1ccc(F)cc1
→ 3 | 13 | -21 | 0 | 5 | 1 | -0.5 | -1 | 0.2 | -3 | 4
#35 Cc1cc2oc(C(=O)Nc3ccc(S(N)(=O)=O)cc3)c(C)c2cc1Cl
→ -6 | 10 | 14 | -5 | 15 | 0 | -0.5 | 2 | -0.3 | 15 | 1
#36 COc1cc(C(=O)NC(=S)Nc2ccc(Cl)c(C(=O)O)c2)cc(OC)c1OC
→ -5 | 13 | 14 | -1 | -3 | -1 | 0.0 | 11 | 0.6 | 9 | 0
#37 CCCSc1nsc(NC(=O)C(c2ccccc2)c2ccccc2)n1
→ . | 20 | 24 | -1 | 23 | 5 | 1.0 | -11 | -1.8 | -2 | -1
#38 COc1ccc(NC(=O)c2cc3cc(OC)ccc3oc2=N)cc1
→ . | -58 | 12 | 21 | -25 | 4 | 0.1 | -1 | -1.0 | -12 | 2
#39 CC(=O)[C@@H]1[C@@H](C(=O)c2ccccc2)[C@]2(C(=O)Nc3ccccc32)[C@H]2C=Cc3cc(F)ccc3N12
→ -6 | -16 | 13 | 2 | 17 | -7 | -0.1 | -7 | 1.6 | 1 | 4
#40 CCNS(=O)(=O)c1ccc(NC(=O)c2ccccc2)cc1
→ -5 | -9 | -18 | . | -14 | -1 | 0.1 | 7 | -0.3 | -11 | -2
#41 CC[n+]1c(/C=C2/C=C(C)CC(C)(C)C2)sc2ccc(OC)cc21
→ . | 8 | -11 | -7 | 6 | 26 | 0.1 | 8 | -1.8 | 29 | 0
#42 CCOc1ccc(OCC(=O)N(CCC2=CCCCC2)c2c(N)n(Cc3ccccc3)c(=O)[nH]c2=O)cc1
→ -15 | 4 | -11 | -9 | 83* | 3 | 0.2 | 5 | 0.7 | 77* | -1
#43 CCOC(=O)N1CCN(C(=O)C2CCN(S(=O)(=O)N(CC)CC)CC2)CC1
→ -5 | -5 | -9 | . | 0 | 1 | 0.2 | 1 | -0.8 | -14 | 2
#44 O=C(C(=NNc1ccccc1)C(=S)Nc1ccccc1)c1ccccc1
→ . | -28 | -4 | 3 | -2 | 13 | -0.6 | . | -0.9 | . | .
#45 COC(=O)CCC(=O)N1CCCC(N2CCN(c3ccc(OC)cc3)CC2)C1 (configuration not stated)
→ -22 | 13 | 6 | 3 | 16 | 2 | 0.0 | -2 | -0.1 | 3 | 0
#46 CC(=O)N1CCN(C(=O)C2(NC(=O)Nc3ccc(C)cc3)CCCCC2)CC1
→ -3 | -35 | 1 | 15 | -29 | -5 | 0.0 | 10 | 0.2 | -9 | 2

Part of the list above with just Peg3 prom inh.
| No. | compound | Peg3 prom inh |
| --- | --- | --- |
| 41 | CC[n+]1c(/C=C2/C=C(C)CC(C)(C)C2)sc2ccc(OC)cc21 | 6 |
| 42 | CCOc1ccc(OCC(=O)N(CCC2=CCCCC2)c2c(N)n(Cc3ccccc3)c(=O)[nH]c2=O)cc1 | 83* |
| 43 | CCOC(=O)N1CCN(C(=O)C2CCN(S(=O)(=O)N(CC)CC)CC2)CC1 | 0 |

Reprinted at random: three compounds from above
Below each SMILES: CaV13 ICDI inh | HIF-2a inh | NR2E3 ag-1 | Vif inh | Peg3 prom inh | Exocytosis inh | aDG glyco act | PDI turbidity | iPSC survival up | MITF TRPM1 inh | NR2E3 ag-2
#43 CCOC(=O)N1CCN(C(=O)C2CCN(S(=O)(=O)N(CC)CC)CC2)CC1
→ -5 | -5 | -9 | . | 0 | 1 | 0.2 | 1 | -0.8 | -14 | 2
#27 Cc1cc2oc(=O)cc(CN3CCCCC3C)c2c(C)c1Cl (configuration not stated)
→ -4 | -15 | -20 | 5 | -19 | 7 | 0.0 | -1 | 3.3 | -1 | -1
#33 Cc1ccc2oc(-c3cccc(N)c3)nc2c1
→ -5 | -70 | -170 | 11 | -100 | 1 | 0.0 | -4 | -1.9 | 1 | -2
